DAX1 inh-1: NR0B1 (DAX1) inhibition. HEK293 Gal4-DAX1 luciferase reporter, luminescence. inhibition, % at 6.75 µM. 0.99% of 340,000 active. AID 504766;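 active means inhibition above the mean over all tested compounds plus 3 SD, cut at about 4.2% in these data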;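 further: 0% = DAX1-transfected cells with DMSO and 100% = empty-vector control cells with DMSO; inhibition shows as a rise in luminescence from relieved DAX1 repression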
NPR2 activator: GC-B (human) receptor activation. P20594. HEK293-GC-B cells, CNP EC30, cGMP TR-FRET; 0% at EC30 CNP, 100% saturating CNP. activation, % at 10 µM. 0.11% of 370,000 active;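 active means activation at 10 µM reaching about 35% in either raw or pattern-adjusted values, limit read from the data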
Target sequence (P20594 whole entry, looked up): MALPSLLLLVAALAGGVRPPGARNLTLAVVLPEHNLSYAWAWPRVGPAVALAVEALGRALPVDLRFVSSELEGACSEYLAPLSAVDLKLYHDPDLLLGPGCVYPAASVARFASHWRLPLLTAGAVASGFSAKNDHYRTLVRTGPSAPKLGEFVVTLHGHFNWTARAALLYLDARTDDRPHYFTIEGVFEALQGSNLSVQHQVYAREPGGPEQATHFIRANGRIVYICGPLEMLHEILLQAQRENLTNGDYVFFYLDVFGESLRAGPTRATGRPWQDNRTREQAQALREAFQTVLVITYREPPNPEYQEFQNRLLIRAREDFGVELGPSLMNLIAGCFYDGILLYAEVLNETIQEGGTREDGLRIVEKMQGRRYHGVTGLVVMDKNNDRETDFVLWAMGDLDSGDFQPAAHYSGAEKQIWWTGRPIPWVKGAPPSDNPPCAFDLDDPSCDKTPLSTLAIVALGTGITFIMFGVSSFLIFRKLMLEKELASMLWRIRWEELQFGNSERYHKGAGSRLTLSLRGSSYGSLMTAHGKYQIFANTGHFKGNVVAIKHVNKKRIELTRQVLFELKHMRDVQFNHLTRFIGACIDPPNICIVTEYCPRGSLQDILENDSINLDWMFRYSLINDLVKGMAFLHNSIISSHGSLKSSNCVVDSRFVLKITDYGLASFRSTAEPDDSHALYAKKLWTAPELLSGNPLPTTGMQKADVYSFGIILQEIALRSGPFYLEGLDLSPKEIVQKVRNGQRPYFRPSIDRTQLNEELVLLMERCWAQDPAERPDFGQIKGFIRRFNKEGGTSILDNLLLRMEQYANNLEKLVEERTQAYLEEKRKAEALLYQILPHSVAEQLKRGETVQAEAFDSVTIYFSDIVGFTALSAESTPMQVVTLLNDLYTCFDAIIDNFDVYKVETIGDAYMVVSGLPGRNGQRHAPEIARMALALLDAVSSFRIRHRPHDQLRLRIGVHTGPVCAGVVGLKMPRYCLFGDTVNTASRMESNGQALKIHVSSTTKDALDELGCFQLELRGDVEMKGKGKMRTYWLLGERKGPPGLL
hgDAF-12 ag: agonists of H. glycines DAF-12 nuclear receptor | HEK293 GAL4-hgDAF12 UAS-luciferase reporter, agonist luminescence; normalized to butyrate control | activation, % at 6.8 µM | 1.8% of 370,000 active | AID 687014;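 active means activation above a cutoff set at the mean of all screened compounds plus 3 SD, cut at about 10% in these data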;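 further: 0% = DMSO wells and 100% = sodium butyrate wells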
DAX1 inh-2: blocks DAX1 repression of SF-1 activated StAR promoter; 1.1% of 370,000 active; HEK293T StAR-luciferase reporter, SF-1/DAX-1 repression relief; inhibition, % at 6.8 µM; AID 652010;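 active means inhibition above the mean over all tested compounds plus 3 SD, cut at about 3.6% in these data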;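 further: 0% = DAX-1 cells with DMSO and 100% = cells lacking DAX-1 with DMSO; higher inhibition means more luminescence from relief of DAX-1 repression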
GC-A act: GC-A (human) enzyme activation. HEK293 GC-A cells, cGMP TR-FRET, EC30 ANP; 0% at EC30 ANP, 100% saturating ANP. 0.14% of 370,000 active. activation, % at 10 µM; in the data active means activation above about 40%
FXN GAA850 act: increases GAA850 frataxin promoter reporter activity | AID 540364 | HEK293 lucGAA850 FXN promoter luciferase reporter, 24 h; percent of 10 µM SAHA response | activation, % at 6 µM | 0.56% of 360,000 active;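 active means activation above the average of all compounds screened plus 3 SD, cutoff fixed separately per campaign, cut at about 7.5% in these data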;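 further: 0% = DMSO wells and 100% = 10 µM SAHA wells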
hcDAF-12 act: activators of H. contortus DAF-12 nuclear receptor. HEK293 hcDAF-12 lit1-tk-luc reporter, luminescence; 0% DMSO, 100% Δ7-dafachronic acid. activation, % at 6.8 µM. 1.4% of 370,000 active;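 active means activation above the mean of all tested compounds plus 3 SD, cut at about 5.5% in these data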;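 further: 100% = response to 3 µM Δ7-dafachronic acid high control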
ssDAF12 agonist: activates DAF-12 receptor from parasite S. stercoralis; HEK293 ssDAF-12/GRIP1 lit1-tk-luc reporter, luminescence; % of 3 µM dafachronic acid response; activation, % at 6.8 µM; 1% of 370,000 active; AID 652126;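 active means activation above the mean over all tested compounds plus 3 SD, cut at about 0.9% in these data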;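 further: 0% = DMSO-only wells and 100% = 3 µM delta7-dafachronic acid wells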
sPLA2-III inh: Inhibits HGIII-sPLA2 liposome hydrolysis, primary screen | Q9NZ20 | QFRET BODIPY PC-A2 liposome hydrolysis, fluorescence | inhibition, % at 12.2 µM | 0.56% of 370,000 active | AID 743126;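 active means inhibition above mean plus 3 SD of compounds lying within the high and low control bounds, cut at about 19% in these data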;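 further: 0% = median of test compound wells and 100% = no enzyme DMSO wells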
KLK7 zymogen act: activators of human kallikrein-7 zymogen; purified proKLK7, EDANS-DABCYL substrate fluorescence; 100% is mature enzyme control, 0% vehicle; activation, % at 7 µM; 0.9% of 370,000 active; AID 652039;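 active means activation above the mean of all tested compounds plus 3 SD, computed per campaign excluding outliers beyond control limits, cut at about 13% in these data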
SMARCA2 act: SMARCA2 function activation, primary screen; MG213 cells, MMTV-luciferase reporter, dexamethasone, overnight; activation, % at 9.1 µM; 1% of 370,000 active; AID 652017; in the data active means activation above about 7.8%;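 further: 0% = vehicle wells and 100% = reference activator wells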
* marks the source's active call; other numbers are inactive results; x = not tested or not shown.

SMILES | DAX1 inh-1 | NPR2 activator | hgDAF-12 ag | DAX1 inh-2 | GC-A act | FXN GAA850 act | hcDAF-12 act | ssDAF12 agonist | sPLA2-III inh | KLK7 zymogen act | SMARCA2 act
CCc1nnc(NC(=O)C2CCCN(C(=O)c3ccc(Cl)cc3)C2)s1 (stereo not given) | -0.8 | -13.8 | 7.9 | 2.7 | 2.3 | 1.5 | 0.2 | -0.9 | 6.1 | -0.5 | -0.9
O=C(N/N=C/c1ccco1)c1ccc(Br)o1 | 3.2 | 5.5 | 7.5 | 2.0 | -1.4 | 2.8 | -0.9 | -0.9 | 5.7 | -0.5 | 4.3
COc1ccc(Nc2nc(NCc3ccco3)nc(N)c2[N+](=O)[O-])cc1 | x | 2.7 | 2.5 | 0.1 | 11.8 | 4.7 | -0.1 | -1.6 | 3.0 | -0.1 | -2.0
CCOC(=O)N1CCC(=NNc2nc3ccccc3s2)CC1 | 1.8 | -2.6 | 10.1 | 0.9 | 4.4 | 4.0 | 5.8* | 0.4 | -0.9 | -1.0 | 5.4
CCc1ccc(NC(=O)CS(=O)CC(=O)N2CCN(c3ccccc3F)CC2)cc1 (stereo not given) | -0.8 | 4.0 | -2.1 | -0.1 | 2.9 | 2.3 | -1.1 | -1.2 | -3.2 | -0.5 | -1.1
Cc1c(Cl)ccc(S(=O)(=O)Nc2cccnc2)c1Cl | 0.4 | -1.1 | 0.8 | -0.1 | 6.7 | 0.7 | -1.1 | -1.4 | -4.1 | 0.0 | -2.1
Cc1cccc(-c2nc(CN3CCCC(C(=O)NC4CCCCC4)C3)c(C)o2)c1 (stereo not given) | -2.0 | -1.4 | -4.3 | -0.8 | -3.1 | 0.4 | 4.1 | -1.1 | 1.9 | 0.5 | -5.2
O=C(CSc1ncccc1C(=O)O)c1cccc(C(F)(F)F)c1 | 3.6 | 0.5 | -0.2 | 0.6 | -2.9 | 1.0 | -0.6 | -1.1 | -17.3 | -0.3 | -0.4
O=C(Nc1ccccc1N1CCCC1)C1CC(=O)N(Cc2ccccc2)C1 (stereo not given) | -1.4 | -2.0 | -1.0 | -0.8 | -6.1 | -0.1 | 0.2 | -1.4 | 0.9 | 0.0 | -1.6
COc1ccc(/C=N/NC(=O)c2cccc([N+](=O)[O-])c2)cc1OC | -1.7 | 2.7 | 1.0 | -0.6 | 1.8 | 1.6 | -2.0 | -0.9 | -0.3 | -0.4 | -1.1
CSC1=N/C(=C\c2ccc(C)o2)C(=O)S1 | 2.3 | -0.2 | -0.4 | 0.3 | 0.7 | 2.0 | 0.4 | -0.6 | 4.3 | 1.3 | -1.0
C=CCn1c(=N)n(CC(=O)c2ccc(Br)s2)c2ccccc21 | 3.0 | -2.0 | -3.6 | 0.6 | -4.2 | -1.4 | -0.6 | -1.7 | -29.4 | -0.3 | 0.5
Cc1noc(C)c1C(=O)OCC(=O)Nc1ncc(Cl)c(C)c1Cl | -1.1 | 6.0 | 1.3 | 0.5 | 1.4 | -2.2 | -1.1 | -1.0 | -6.2 | 0.6 | -2.2
Cc1ccc(N2CC(c3nc4ccccc4[nH]3)CC2=O)c(C)c1 (stereo not given) | -0.9 | -3.6 | -2.9 | -1.5 | -0.4 | -2.6 | -0.7 | -0.5 | 10.3 | -0.4 | -2.1
COc1ccc(CNC(=O)C(c2cccc(C)c2)N(C(=O)c2csnn2)C2CC2)cc1 (stereo not given) | -0.2 | 0.6 | 0.3 | -0.5 | -0.5 | -0.7 | -1.4 | -1.3 | -0.4 | -0.5 | 5.2
COc1ccc(NC(=O)C2CCCN2C(=O)OCc2ccccc2)cc1 (stereo not given) | -0.6 | 2.4 | 0.6 | -0.5 | -0.5 | -2.5 | -0.4 | -1.1 | -1.4 | -0.4 | -1.7
Cc1csc(=O)n1CC(=O)OCC(=O)NNC(=O)c1ccc(Cl)cc1 | -0.2 | -3.9 | 1.1 | 0.5 | -1.8 | 2.6 | -1.3 | -1.2 | -5.0 | -0.3 | -0.2
O=S1(=O)c2ccc(N3CCSCC3)cc2Oc2ccccc2CN1Cc1cn(Cc2ccc(Cl)cc2)nn1 | x | 6.4 | -1.6 | -1.0 | 2.4 | x | -0.5 | -1.5 | -3.8 | -0.2 | -0.9
O=C(N[C@H](Cc1ccccc1)C(=O)NCCN1CCOCC1)[C@H]1O[C@@H](n2ccc(=O)[nH]c2=O)[C@H](O)[C@@H]1O | x | 0.7 | 0.1 | 0.0 | -1.6 | x | -0.7 | 0.0 | 1.0 | 0.5 | 3.3
CC(C)CCNC(=O)C(c1ccc(O)cc1)N(Cc1ccco1)C(=O)CCC(=O)Nc1nccs1 (stereo not given) | 0.1 | 1.3 | -2.0 | -0.1 | -1.9 | -3.9 | -1.1 | -0.7 | -36.0 | 0.1 | -1.2
CN(C)c1ccc(C(=O)N2CCNC(=O)C2CC(=O)Nc2ccc(F)cc2)cc1 (stereo not given) | 1.3 | 2.7 | 0.7 | 0.3 | 0.4 | 0.4 | -0.7 | -0.4 | 5.0 | 0.7 | 1.2
CCN(CC)S(=O)(=O)c1cccc2c(N(C)C)cccc12 | 0.9 | -2.4 | 0.5 | 0.0 | 5.0 | -0.3 | -2.1 | -1.5 | 6.9 | 0.6 | -0.8
O=C(N[C@@H](Cc1ccc(O)cc1)C(=O)O)C(c1ccccc1)c1ccccc1 | 0.4 | 2.5 | -1.6 | 0.2 | 3.4 | -0.1 | -0.5 | -1.0 | 0.3 | 0.4 | 0.1
CC(CCc1ccccc1)NC(=O)COC(=O)c1ccccc1O (stereo not given) | 2.9 | -3.3 | -0.1 | -0.7 | -1.9 | -0.9 | -2.2 | -1.5 | -7.4 | 0.5 | -2.0
O=c1cc(-c2ccccc2F)nc(-c2ccccc2F)o1 | 1.5 | 0.9 | 0.8 | 0.5 | -3.1 | 0.9 | -0.3 | -0.9 | -0.7 | 0.9 | 1.7
New compounds follow.
SMILES | DAX1 inh-1 | NPR2 activator | hgDAF-12 ag | DAX1 inh-2 | GC-A act | FXN GAA850 act | hcDAF-12 act | ssDAF12 agonist | sPLA2-III inh | KLK7 zymogen act | SMARCA2 act
CCCc1ccc2oc(C(=O)N(Cc3nccn3C)C(C)C)c(C)c2c1 | -0.3 | -0.5 | -0.2 | -3.5 | -1.0 | 3.3 | -2.1 | -0.9 | 0.9 | -0.5 | 4.7
COc1ccc(CCN(C)C(=O)CSc2ncnc3sccc23)cc1OC | 0.9 | -0.5 | -3.4 | -0.8 | 5.5 | 2.6 | -1.4 | -0.6 | 1.9 | -0.3 | -0.7
CCOC(=O)Nc1cccc2c1-c1ccc([N+](=O)[O-])cc1C2=O | -0.9 | -1.6 | -0.3 | 0.8 | -4.3 | 2.0 | -0.3 | -0.8 | 8.7 | 0.8 | -4.3
COCCNc1ncnc2c1ncn2[C@H]1CN(CCc2ccccc2)C[C@@H](CO)O1 | x | 7.2 | 1.8 | -2.0 | 2.1 | 0.4 | -1.9 | -1.3 | 4.7 | 0.3 | -1.8
O=C(NCc1ccc2c(c1)OCO2)C(=O)NCC1CCCO1 (stereo not given) | 0.6 | 3.4 | -0.8 | -0.2 | -3.4 | 2.7 | -1.1 | -1.4 | 6.2 | 0.1 | 0.4
COc1cccc(/C=N/NC(=O)c2c(-c3ccccc3)noc2C)c1 | -1.9 | 1.1 | 4.0 | -0.8 | -9.1 | -2.1 | -1.6 | -1.3 | -1.8 | -0.3 | -2.9
O=C(Nc1nccs1)c1csc2c1CCCC2 | 0.8 | -7.0 | 14.0* | 0.2 | -0.6 | 0.4 | 7.2* | 0.0 | -0.4 | -0.2 | 2.4
O=[N+]([O-])c1ccc(S(=O)(=O)N2CCN(c3ccccn3)CC2)cc1 | 1.0 | -2.0 | 2.6 | -0.4 | -0.8 | -0.8 | -0.1 | -0.4 | 12.0 | -0.8 | -4.2
Cc1cc(=S)cc(C)n1CCCO | 0.7 | 2.7 | 1.2 | 0.5 | 0.9 | 2.3 | -0.8 | -2.0 | 6.5 | 0.0 | -4.1
CCCCN1C(=O)C(CC(=O)NCc2ccco2)CC(C(=O)N(CC)CC)=C1C (stereo not given) | 0.9 | -3.3 | 4.8 | 0.0 | -0.3 | -0.2 | 1.1 | -0.8 | 4.6 | 0.2 | -0.2
O=C(NCc1ccccc1)C(c1ccco1)N(C(=O)c1csnn1)c1ccccc1 (stereo not given) | -1.4 | 4.5 | 2.0 | 0.1 | 0.7 | 1.1 | -0.1 | -0.8 | 2.4 | -0.3 | -0.5
Cc1nn(C(C)C(=O)NCc2ccccc2F)c(=O)c2nn(-c3ccccc3)c(C)c12 (stereo not given) | 0.6 | -5.3 | 0.3 | -0.4 | -3.1 | -0.3 | -0.2 | -0.8 | 3.4 | -0.1 | -1.0
COc1ccc(-c2noc(CCCC(=O)NC3CCCC3)n2)cc1OC | 0.1 | 1.0 | -2.4 | 0.2 | -1.7 | -1.6 | -2.5 | -0.9 | 0.2 | -0.5 | -2.5
C[C@H](O)[C@@H]1CN2CCc3c([nH]c4cccc(-c5ccccc5)c34)[C@@H]2C[C@@H]1N(C)C(=O)Nc1ccccc1 | x | -2.9 | 0.7 | -1.0 | 0.9 | x | -1.2 | -0.9 | -6.7 | -1.6 | -0.8
COc1ccccc1NC(=O)CSc1ccc2nnc(-c3cccnc3)n2n1 | 2.6 | -6.5 | -3.1 | 1.3 | 1.3 | -0.2 | 0.0 | -1.4 | 0.7 | -0.4 | 1.1
O=C(NCc1cc([N+](=O)[O-])ccc1O)c1cc(-c2ccncc2)nc2ccccc12 | 0.4 | -0.9 | -0.1 | -0.4 | -3.7 | -0.4 | 1.6 | 0.0 | -7.4 | 0.8 | -2.4
Cc1cc(C)n(CC(O)COc2c(C)cccc2C)n1 (stereo not given) | 3.1 | 2.7 | -3.9 | 0.1 | -3.0 | 1.6 | -2.4 | -1.0 | 8.6 | 0.3 | -2.8
O=C(O)CCn1c(SCCOc2ccccc2)nc2ccccc21 | 3.5 | -1.0 | 0.4 | 0.1 | 0.9 | 3.3 | 0.6 | -1.2 | -1.3 | -0.5 | -2.2
CC1(C)Cc2ccccc2C(C(Cc2ccccc2)C(N)=O)=N1 (stereo not given) | -1.0 | -9.9 | -1.5 | 2.2 | -16.3 | -0.2 | -0.8 | -2.2 | 5.8 | 0.3 | -3.5
N#Cc1ccc(CN2CCN(C(=O)CCNS(=O)(=O)c3ccc(F)c(Cl)c3)CC2)cc1 | -0.9 | -1.8 | -4.2 | -1.3 | 1.1 | -0.3 | -2.6 | -1.1 | 5.0 | -0.2 | -2.9
CCOc1cc(C(=O)OCC(=O)c2cc(C)n(CC3CCCO3)c2C)ccc1OCC(=O)N1CCOCC1 (stereo not given) | 0.4 | 2.2 | -0.5 | 0.5 | 2.2 | 0.0 | 0.1 | -1.1 | -7.8 | 0.3 | 2.9
COc1cc(C(=O)N2CCCC(C)(C(=O)NS(=O)(=O)C3CC3)C2)cc(OC)c1OC (stereo not given) | x | -1.0 | -1.6 | -0.9 | 2.3 | 0.8 | -1.0 | -1.4 | 16.5 | 0.2 | 3.3
O=C1NC[C@H](CC2CCCCC2)N(CC2CCCCC2)C1=O | -0.1 | 4.9 | -0.7 | -0.6 | -0.5 | -1.3 | -0.5 | -1.1 | -7.0 | -0.2 | -1.5

Assay outcomes (PubChem BioAssay)
